Autophagy HCS: alters autophagy in cells | AID 463193 | calls only at 10 µM (by protocol) | hit rate 0.98% among 190,000 | MEF GFP-LC3 puncta imaging; test concentration mostly 10 µM;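 active = percentage of spot-positive cells more than 3 SD above its plate mean, without a fluorescence outlier flag or 80% toxicity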;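 note: spot-positive cell cutoff set from DMSO-treated cells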
MT stabilizer: microtubule stabilizers in HeLa cells; hit rate 0.83% among 200,000; HeLa tubulin immunostaining HCS, 24 h; share of cells brighter than vehicle mean+2SD; % tubulin-high responders, % at 10 µM; AID 2205;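 active = plate Z-score above 3 for both tubulin-high and condensed-nucleus cell shares, with cell loss under 80%, at 10 µM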;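 note: anti alpha tubulin signal scored within the nucleus-defined area of each cell; some results filed as inactive read as strong as hits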
Insulin prom up: MIN6 insulin promoter up-regulation; MIN6 insulin promoter-GFP reporter, high-content imaging; active compounds read high; z-score at 5 µM; hit rate 0.3% among 190,000; AID 1625;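 active = z-score above 3 at 5 µM with at least 500 cells counted in the well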
ER stress rescue: rescue of cells from ER stress-induced death, primary screen, 384-well, CSM14.1, thapsigargin, ATP luminescence (AID 1222) | CSM14.1 thapsigargin-induced death rescue, ATP luminescence; higher % means a stronger effect | cellular ATP content (survival), % at 20 µM; hits with a dose series show EC50 in µM | 190,000 tested, under 10 active;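 active = EC50 below 50 µM in the dose-response confirmation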;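 note: death triggered by thapsigargin at about 15 µM added after 2 h compound pretreatment; cell ATP read after overnight thapsigargin exposure of roughly 18 to 22 hours; normalized against plate controls of thapsigargin alone and 5% DMSO vehicle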
b-catenin transl: beta-catenin nuclear translocation modulation; hit rate 0.3% among 190,000; nuclear translocation activity, % at 5 µM; HeLa beta-catenin nuclear translocation, immunofluorescence imaging;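 active = nuclear translocation activity above 50% at 5 µM, with a well cell count of 50 or more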;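 note: per-cell ratio of nuclear to cytoplasmic median beta-catenin stain intensity; plate controls were DMSO negative control for no effect and GSK-3 inhibitor IX positive control for full effect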
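test system = HeLa cells, endogenous beta-catenin | dosing = single 5 µM dose plus 0.02–20 µM confirmation series | times = compound treatment 24 h, 37°C, 5% CO2 | technique = beta-catenin immunofluorescence imaging with DAPI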
UTI89 phage lysis: inhibition of K1F phage lysis, E. coli UTI89, bacterial capsule biogenesis inhibitors, alamar blue (AID 488966). E. coli UTI89 K1F phage lysis, alamar blue, 2 h; higher % means a stronger effect. inhibition, % at 100 µM, or IC50 in µM where a hit was titrated. hit rate 0.02% among 340,000;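 active = phage lysis inhibition, versus mean bacterial control, above a set limit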;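 note: capsule biogenesis inhibitors block K1F phage lysis so surviving cells raise fluorescence; higher fluorescence means more inhibition of phage lysis; actives were called in the ten point dose series up to 300 µM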
P. falciparum M17LAP: P. falciparum M17LAP inhibitors, primary screen, biochemical, fluorogenic H-Leu-NHMec substrate, 1536-well (AID 1619); one-dose inhibition, % at 30 µM; IC50 in µM for titrated hits; recombinant M17LAP, H-Leu-NHMec fluorogenic kinetic assay; higher % means a stronger effect; hit rate 0.38% among 220,000;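 active = compound inhibiting the enzyme by more than half at any dose during confirmatory dose-response retesting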;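 note: plate controls were full reaction with DMSO carrier for no effect and no enzyme background for full effect; strong numbers were not always called active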
M1AAP inhibition: malaria alanyl aminopeptidase activity blockers – biochemical, fluorogenic H-Leu-NHMec substrate, 1536-well (AID 1445). recombinant M1AAP, H-Leu-NHMec fluorogenic kinetic assay; higher % means a stronger effect. inhibition, % at 30 µM; hits with a dose series show IC50 in µM. hit rate 0.42% among 220,000;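 active = primary inhibition above the hit cutoff, then over 50% inhibition at one or more dose response concentrations, cut at about 23% in these data, passing the limit was not always enough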;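 note: plate controls were DMSO full reaction for no effect and no enzyme background for full effect; strong numbers were not always called active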
Dynein cargo inh: blocks dynein driven cargo transport along microtubules | 3617.4 mouse cells, GR-EGFP nuclear translocation imaging; test concentration mostly 20 µM; stimulated with dexamethasone, 1 µM; active compounds read low | z-score, hits read low | hit rate 0.47% among 220,000 | AID 1381;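 active = plate z-score of nuclear minus cytoplasmic receptor signal below a set negative limit, without overly bright fluorescence or cell loss, cut at about -3.5 in these data, passing the limit was not always enough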;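 note: z-score of nuclear minus cytoplasmic ring GR-EGFP intensity difference per well; some compounds called inactive have numbers as strong as hits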
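Buffer or medium: tet-free, stripped-serum medium; reagent: dexamethasone at 1.0 µM final, 30 min; incubation: 48 h induction, 1 h compound, 30 min dex at 37 °C; measured by: formaldehyde fixation, Hoechst nuclear stain, 10x automated fluorescence imaging; read-out: nuclear-to-cytoplasmic GR-EGFP distribution per well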
Dynein cargo inh cytoplasmic EGFP: second read-out of Dynein cargo inh, no call of its own (marks repeat the call); z-score; measured here: cytoplasmic GR-EGFP intensity; active compounds read high
Dynein cargo inh nuclear GR-EGFP: further read-out of Dynein cargo inh, marked with its call; z-score; measured here: nuclear GR-EGFP intensity;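 lower value marks the stronger effect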
Dynein cargo inh cell count: also measured in Dynein cargo inh; calls as there; z-score; measured here: cell count per field
Insulin prom up cell count: recorded beside Insulin prom up, whose call it bears; cell count; measured here: cytotoxicity, nuclei count;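 total cells summed across four imaged fields per well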
b-catenin transl cell count 5 µM: recorded beside b-catenin transl, whose call it bears; cell count; measured here: cell count, cytotoxicity flag
MT stabilizer Hoechst-high %: recorded beside MT stabilizer, whose call it bears; % Hoechst-high responders; measured here: nuclear condensation Hoechst responders;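 share of cells brighter than vehicle mean plus two SD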
MT stabilizer cytotoxicity %: also measured in MT stabilizer; calls as there; toxicity, %; measured here: cytotoxicity by cell density;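 0% = mean cell density of plate MIN control wells and 100% = no cells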
Autophagy HCS cell loss 18 h: further read-out of Autophagy HCS, marked with its call; toxicity, %; measured here: cell loss, nuclei count;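 cell loss after 18 h compound exposure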
* hit, by the source's call; i = inactive; . = not tested or not shown; [ ] = dose if it differs, or a comment.

SMILES	Autophagy HCS	Autophagy HCS cell loss 18 h	MT stabilizer	MT stabilizer Hoechst-high %	MT stabilizer cytotoxicity %	Insulin prom up	Insulin prom up cell count	ER stress rescue	b-catenin transl	b-catenin transl cell count 5 µM	UTI89 phage lysis	P. falciparum M17LAP	M1AAP inhibition	Dynein cargo inh	Dynein cargo inh cytoplasmic EGFP	Dynein cargo inh nuclear GR-EGFP	Dynein cargo inh cell count
Cc1ccc(NC(=O)CC2SC3=NCCN3C2=O)cc1 (stereo unspecified)	i	-7	2.5	2.0	6.8	.	.	-4.2%	-0.7	561	-0.4%	0%	-2%	-0.36	-0.27	-0.24	-0.23
Cc1ccccc1OCc1nc(-c2ccc(-n3cccc3)cc2)no1	i	4	4.7	3.5	9.5	-1.9	1045	-0.9%	-0.8	1147	0.1%	-1%	2%	0.15	-0.28	0.12	0.42
COc1ccc(OC(=O)NCCc2ccccc2)cc1	.	.	.	.	.	0.31	1378	.	-1.1	1308	0.9%	-11%	0%	-0.61	-0.24	-0.49	0.73
CS(=O)(=O)c1ccc(C(=O)NC2CCOC2=O)cc1 (stereo unspecified)	i	35	5.0	3.3	9.9	0.25	1165	0.6%	-1.9	915	1.7%	8%	1%	-0.75	-0.22	-0.24	0.0089
CCOC(=O)N1CCC(N2Cc3cccc(C(=O)NC(C)c4ccc5c(c4)OCCO5)c3C2=O)CC1 (stereo unspecified)	i	1	5.5	1.8	10	0.13	1171	4.7%	-6.5	1190	8.4%	9%	0%	1.4	0.13	1.3	-0.98
O=C(O)c1ccc(Cl)c(S(=O)(=O)NCc2cccnc2)c1	i	9	5.6	3.5	5.3	0.24	1251	-0.9%	-1.5	1051	0.2%	-2%	0%	-0.35	-0.23	0.33	-0.088
O=C(OCc1cnc(Cl)s1)c1cccc(Cl)c1	i	9	1.3	0.9	8.7	2.4	1306	-2.1%	0.9	1401	0.4%	-4%	-6%	1.8	-0.22	1.4	-0.72
CN(C)c1ccc(NC(=O)CSc2n[nH]c(-c3ccco3)n2)cc1	i	-4	2.6	1.2	2.4	-0.91	1370	0.8%	3.0	1014	0.3%	25%	4%	0.94	-0.29	0.78	0.028
COc1ccc2nc(N3CCCCC3)c(/C=C3\SC(=S)NC3=O)cc2c1	.	.	.	.	.	-0.59	1104	.	2.5	1304	-3.0%	15%	8%	-0.65	-0.21	-0.36	0.85
COc1ccc(NC(=O)NC23CC4(C)CC(C)(CC(C)(C4)C2)C3)cc1OC	i	3	7.3	1.6	14	-0.38	1393	-0.2%	0.2	1149	0.2%	-4%	8%	0.91	-0.075	0.81	-1.2
CCN(CC)S(=O)(=O)c1cc(NS(=O)(=O)c2ccccc2)ccc1C	i	2	0.9	2.0	8.5	0.92	1415	2.7%	-1.4	951	-0.1%[50 µM]	-2%	4%	0.049	-0.21	0.48	-0.93
C/C(CC(C)C)=N\NS(=O)(=O)c1ccc(C)c([N+](=O)[O-])c1	.	.	.	.	.	-0.14	1077	.	-0.1	1347	0.2%	5%	-7%	-0.36	-0.19	-0.055	0.6
O=C(Nc1ccccc1)/C(=C\c1ccncc1)NC(=O)c1ccccc1	i	16	1.9	1.5	2.7	0.64	1454	-1.2%	0.3	1326	0.4%	3%	10%	-1.4	-0.19	-0.043	0.51
COc1cc(NS(=O)(=O)c2ccc(F)cc2)c(OC)cc1NC(=O)C1CC1	i	17	2.1	1.6	0.4	0.72	1175	-2.2%	-6.1	903	.	1%	12%	0.56	-0.23	0.72	0.65
CCOc1cccc2cc(-c3csc(NC(=O)CCC(=O)NCCCN4CCC(C)CC4)n3)c(=O)oc12	i	5	5.3	2.6	4.9	.	.	-4.5%	-1.5	1005	.	-8%	19%	1.7	0.27	0.98	-0.64
Cc1oc2c(CN3CCOCC3)c(O)ccc2c(=O)c1-c1ccc(Cl)cc1	.	.	.	.	.	-0.17	1488	.	-2.6	1133	0.2%	-22%	8%	0.6	-0.27	-0.12	0.41
CCCCNc1cnn(-c2ccccc2)c(=O)c1Cl	i	-1	3.5	1.7	5.5	-0.18	1136	-2.4%	-0.7	1059	0.9%	0%	1%	-0.4	-0.35	-0.27	0.92
NC(=O)CCN1CCCCC1	i	-5	2.0	1.5	11	0.31	1556	-1.3%	0.5	878	-0.4%	-6%	-1%	1.7	-0.063	1.2	-1.1
COc1ccc(-c2c(C)oc3c(CN4CCN(CCO)CC4)c(O)ccc3c2=O)cc1OC	i	1	1.8	1.6	5.5	0.43	1631	2.1%	2.1	1408	0.5%	-24%	10%	-0.61	0.034	-0.25	0.073
CCOc1ccc(/C=N/n2cnnc2)cc1	i	2	9.1	2.0	16	-0.94	1302	-0.8%	.	.	9.7%	19%	5%	-0.17	-0.25	0.54	-0.65
COc1ccc(Cl)cc1NC(=O)NC(C)C(C)(C)C (stereo unspecified)	i	-21	1.7	1.4	2.5	0.61	1488	-1.1%	-1.1	1139	-0.1%	-3%	3%	0.098	-0.3	0.34	0.23
S=C(Nc1ccc(Br)cc1Cl)N1CCC2(CC1)OCCO2	i	-14	4.2	1.7	7.5	1.1	1507	-1.6%	0.2	1486	-0.9%	6%	0%	0.027	-0.33	0.13	0.51
CC(C(=O)Nc1ccccc1-c1ccccc1)N1CCOCC1 (stereo unspecified)	i	2	2.6	2.1	20	-0.43	1342	2.5%	-1.9	1263	0.1%	3%	5%	-1.3	-0.066	-0.28	0.48
COCc1ccc(CN2CCCC(CO)(Cc3cccc(Cl)c3)C2)o1 (stereo unspecified)	i	22	2.2	2.3	5.7	-1	1525	-2.6%	0.0	920	0.0%	-13%	-1%	-0.68	-0.33	-0.41	0.89
O=C(c1cnn2c(C(F)(F)F)cc(-c3ccco3)nc12)N1CCc2ccccc2C1	i	2	1.3	1.9	5.7	-0.41	1963	-1.0%	0.2	1058	0.1%	22%	1%	-1.4	-0.15	-0.64	0.32
Cc1ccccc1N=Cc1cccc(O)c1O	i	25	3.3	1.4	9.5	0.91	1153	-2.9%	-2.5	493	2.5%	4%	8%	-0.14	-0.22	0.46	0.39
Cc1ccccc1C(=O)Nc1nnc(-c2ccco2)o1	i	14	7.2	2.0	7.0	1.3	1436	-1.2%	-2.3	923	-0.3%	-1%	6%	-0.27	-0.27	0.44	0.29
CCOc1ccccc1-c1cc(-c2ccccc2)nc2c1c(=O)n(C)c(=O)n2C	i	-4	2.3	0.9	3.3	-1.1	1070	-1.5%	.	.	0.3%	-8%	-6%	-0.45	-0.15	-0.079	0.32
COc1ccc(C(C)=O)cc1CN1C(=O)C(C)N(c2ccc(C)cc2)C1=O (stereo unspecified)	i	19	3.8	2.3	7.3	0.64	1036	-0.2%	-1.3	829	0.0%	-1%	3%	0.13	-0.24	-0.088	0.52
COc1ccc(CCNC(=O)Nc2ccc3c(c2)OCO3)cc1OC	i	1	1.7	1.5	7.1	1.6	1486	0.3%	2.8	977	0.9%	-6%	3%	-1.4	-0.1	-0.59	0.28
Cc1onc(-c2ccc(Cl)cc2)c1-c1ccnc(SCC(=O)Nc2ccc(C(C)C)cc2)n1	.	.	.	.	.	-1.3	1286	.	8.2	881	-0.7%	-9%	-6%	2.4	-0.3	0.59	-0.56
Cc1ccsc1/C=C1/NC(=O)N(Cc2ccc(F)cc2)C1=O	i	16	3.5	3.3	5.7	-0.37	1381	-0.7%	0.5	1394	0.1%	-4%	4%	0.053	0.3	0.37	1
CCOC(=O)N1CCN(C(=O)CSCC(=O)Nc2nc(-c3ccc(C)cc3)cs2)CC1	i	9	4.0	2.5	8.1	-0.96	1536	.	-0.2	1132	0.8%	1%	-1%	-0.65	-0.28	-0.39	0.6
COc1ccc(/C=C2\SC(=O)N(CCc3nnc(N)s3)C2=O)cc1	.	.	.	.	.	0.2	1176	.	1.3	1323	-0.1%	2%	3%	-1	-0.21	0.16	0.12
Cc1ccc(-c2csc(NC(=O)CSc3ncn(-c4ccccc4)n3)n2)cc1	i	-3	1.7	1.5	4.7	.	.	.	.	.	0.0%	3%	6%	-0.7	0.46	-0.0098	-0.23
CC1CCCCN1Cc1nc2c(c(=O)n(C)c(=O)n2C)n1CCc1ccccc1 (stereo unspecified)	i	10	2.4	1.3	5.6	-1	1396	.	.	.	0.5%	5%	1%	-0.36	-0.27	-0.24	0.89
CCN(c1ccc(NC(=O)CCNC(=O)c2ccco2)cc1)C(C)C	i	-6	1.3	1.8	7.0	-0.06	1377	1.6%	1.4	953	0.4%	-6%	4%	0.73	-0.2	1	-1.4

3 entries already listed, ordered by length of the SMILES, ascending:
SMILES	Autophagy HCS	Autophagy HCS cell loss 18 h	MT stabilizer	MT stabilizer Hoechst-high %	MT stabilizer cytotoxicity %	Insulin prom up	Insulin prom up cell count	ER stress rescue	b-catenin transl	b-catenin transl cell count 5 µM	UTI89 phage lysis	P. falciparum M17LAP	M1AAP inhibition	Dynein cargo inh	Dynein cargo inh cytoplasmic EGFP	Dynein cargo inh nuclear GR-EGFP	Dynein cargo inh cell count
COc1ccc(Cl)cc1NC(=O)NC(C)C(C)(C)C (stereo unspecified)	i	-21	1.7	1.4	2.5	0.61	1488	-1.1%	-1.1	1139	-0.1%	-3%	3%	0.098	-0.3	0.34	0.23
CC(C(=O)Nc1ccccc1-c1ccccc1)N1CCOCC1 (stereo unspecified)	i	2	2.6	2.1	20	-0.43	1342	2.5%	-1.9	1263	0.1%	3%	5%	-1.3	-0.066	-0.28	0.48
COc1cc(NS(=O)(=O)c2ccc(F)cc2)c(OC)cc1NC(=O)C1CC1	i	17	2.1	1.6	0.4	0.72	1175	-2.2%	-6.1	903	.	1%	12%	0.56	-0.23	0.72	0.65

From PubChem
